Assay outcomes: PubChem BioAssay, National Center for Advancing Translational Sciences (NCATS)
MmCpn inh – inhibitors of Methanococcus maripaludis chaperonin (MmCpn); actives 0.031% (n = 330,000); AID 504842; Potency, µM (highest dose often 76.9 µM), for inactives: top-dose activity, negative = inhibition, usual class: inhibitors; purified Mm-Cpn ATPase, ADP Transcreener TR-FRET; note: potency is the fitted concentration of half-maximal effect; % is set by controls: 0 for no effect and ±100 for the full control effect; nearly all actives have a fitted effect of over 80% in size
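Reaction buffer contained 30 mM Tris pH 7.4, 100 mM KCl, 5 mM MgCl2 and 1 mM DTT. Mm-CPN (25 nM final) hydrolysed 10 uM ATP over 30 min at 37°C; ADP was read by HTRF.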
TGFb inhibitor – inhibitors of TGF-b signaling; actives 1.2% (n = 410,000); Potency, µM (doses to about 46.1 µM), for the others: top-dose activity, negative = inhibition, most hits filed as inhibitors; AID 588855; HepG2 CAGA-GFP TGF-b/SMAD3 reporter, GFP fluorescence, 18 h; TGF-beta stimulated, 500 pg/mL final; note: potency is the fitted concentration of half-maximal effect; % is set by controls: 0 for no effect and ±100 for the full control effect; nearly all actives have a fitted effect of over 65% in size
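HEPG2 CAGA-GFP cells (1000/well, DMEM with 1% FBS) were pre-incubated 2 h at 37 degrees C, given compound by pin tool, then stimulated with TGF-beta at 500 pg/mL final for 18 h before per-cell GFP fluorescence imaging.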
A549 viability – A549 cytotoxicity, counter-screen for Nrf2 inhibitors; AID 504648; A549 ARE-Fluc cells, CellTiter-Fluor viability, 18-24 h; Potency, µM (titrated, usually from 46 µM), without a hit: top-dose activity change, negative = cytotoxicity, actives largely listed as inhibitors; actives 0.16% (n = 390,000); note: potency is the fitted concentration of half-maximal effect; % is set by controls: 0 for no effect and ±100 for the full control effect
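Cytotoxicity counterscreen: CellTiter-Fluor fluorescence was measured in A549 ARE_Fluc cells after 18-24 h of compound exposure in a concentration series. The subsequent BugLite luminescent read reports ARE-luciferase activity.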
Abeta rescue – restores growth of yeast expressing A-beta42 peptide. Potency, µM (top dose mostly 46.1 µM), for inactives: at the highest dose growth rescue, hits mostly activators. AID 1347071. yeast expressing A-beta42, growth rescue, OD600, 48 h; response scale: 0% DMSO, 100% iron-clioquinol control. actives 0.063% (n = 410,000); note: potency is the fitted concentration of half-maximal effect; nearly all actives have a fitted effect of over 55% in size
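Yeast growth medium received pinned compounds, then yeast cells expressing toxic A-beta were added; plates incubated at 30 C for 48 hr. Growth read as absorbance at 600 nm, normalized to DMSO and equimolar FeCl3 plus clioquinol controls.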
HepG2 tox – kills HepG2 cells in TGF-b inhibitor counter-screen; actives 0.76% (n = 410,000); HepG2 CAGA-GFP viability, ATP luminescence, 18 h; Potency, µM (top dose mostly 46.1 µM), without a hit: at the top dose activity change, negative = cytotoxicity, most hits filed as cytotoxic; AID 588856; note: potency is the fitted concentration of half-maximal effect; some results filed as inactive show a strong effect at the top dose
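HepG2 CAGA-GFP cells (1000/well, DMEM with 1% FBS) received compound, then TGF-beta at 500 pg/mL final, and were incubated 18 hours at 37 degrees C. Viability was read by CellTiter-Glo luminescence. Media-only wells were set as complete cell-killing and DMSO as no toxicity.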
Nrf2 ARE act – activates Nrf2 signaling. AREc32 ARE-luciferase reporter (MCF7-derived line), luminescence, 24 h. Potency, µM (top dose mostly 46.1 µM), for inactives: at the top dose activation, most hits filed as activators. actives 0.31% (n = 410,000). AID 624171; note: potency is the fitted concentration of half-maximal effect; % of control where 0% means no effect; nearly all actives have a fitted effect of over 65% in size
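Luminescent ARE reporter assay in AREc32_Fluc cells: overnight plating at 37 deg C, 24 hr compound incubation, Steady-Glo added, 30 min RT before reading.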
Nrf2 block – Nrf2 pathway inhibition; A549 ARE-Fluc reporter, luciferase luminescence, 18-24 h; Potency, µM (highest dose often 46 µM), without a hit: top-dose activity change, negative = inhibition, most hits filed as inhibitors; actives 2.1% (n = 360,000); AID 504444; note: potency is the fitted concentration of half-maximal effect; % is set by controls: 0 for no effect and ±100 for the full control effect; nearly all actives have a fitted effect of over 60% in size
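Concentration-response testing used A549 ARE_Fluc cells at 5000 cells/well. Following an 18-24 h compound incubation, viability was read by fluorescence (Ex 405/Em 525) and luciferase output by luminescence.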
Akt phos inh – inhibitors of Akt phosphorylation; Neuro2A IGF-stimulated pAkt S473 HTRF, 20 min; hits give low values; activity change, % for hits at 50 µM; actives 0.32% (n = 360,000); in the data active = activity change below about -80%; inconclusive = mostly about -51% to -80%; note: % is set by controls: 0 for no effect and ±100 for the full control effect
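Neuro2A cells (4,500/well, DMEM with 0.5% FBS) were treated with compound at a single 50 µM final concentration, stimulated with 6 nM IGF for 20 min at 37 °C, and lysed. Phospho-Akt Ser473 was read by HTRF as 665/615 ratio ×10^4.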
CCT modulator – cytosolic chaperonin activity modulation. purified chaperonin ATPase assay, HTRF ADP detection, 30 min. activity change, % (no concentration beside the values), hits read low. actives 0.3% (n = 360,000). AID 651819; in the data active = activity change below about -30%; note: % is set by controls: 0 for no effect and ±100 for the full control effect
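First, chaperonin was dispensed at 40 nM or 20 nM final depending on batch activity. Next, compounds were pinned at 76 uM and ATP added at 10 uM. After 30 min at 37 °C, ADP detection reagents ran 30 min at ambient temperature.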
* hit, by the source's call; i = inactive; ? = inconclusive; . = not tested or not shown; & = joins results of further samples; [ ] = dose if it differs, or a comment. Unless noted, calls come from the whole dose curve; as a rule, active = well fitted curve in the direction sought with a large enough effect; inconclusive = small, poorly fitted or top-dose-only effect, or another doubt; inactive = no such curve, though single readings can be large; an effect the other way counts as inactive or inconclusive.

Molecule | MmCpn inh | TGFb inhibitor | A549 viability | Abeta rescue | HepG2 tox | Nrf2 ARE act | Nrf2 block | Akt phos inh | CCT modulator
COCC(C)n1c(SCC(=O)Nc2cc(C)on2)nc2ccccc2c1=O (stereo not given) | 1.6% | 0.4% | -0.3% | 3.2% | -9.6% | -0.9% | -16.6% | i | -4.1
CC(C)Oc1ccc(C(CC(=O)O)n2cnnn2)cc1 (stereo not given) | 1.6% | 19.4% | 5.3% | -4.8% | 2.9% | -0.5% | 8.0% | i | 0.1
Cc1ccc(Cl)cc1N1CCN(C2CCCCC2NS(=O)(=O)c2ccccc2)CC1 (stereo not given) | 1.0% | 5.7% | 1.1% | . | 11.2% | 0.3% | -1.1% | i | -0.8
CCCCN(C)C(=O)Cn1c(=O)oc2cc(S(=O)(=O)N3CC(C)CC(C)C3)ccc21 (stereo not given) | 0.1% | ? | -0.1% | 2.1% | -6.2% | 0.0% | 0.0% | i | 1.7
COCCNC(=S)N(Cc1cc2cc(C)ccc2n2nnnc12)C1CCCC1 | ? | 10.2% | -3.0% | -21.4% | 3.4% | -0.7% | -1.5% | i | -0.5
NS(=O)(=O)c1ccc(CNC(=O)/C=C/c2ccco2)cc1 | 1.5% | -20.6% | 0.0% | 9.6% | -7.1% | 3.8% | -21.0% | i | -1.1
c1ccc(CCNc2nnnn2-c2ccccc2)cc1 | 1.8% | 23.0% | -5.6% | 2.0% | 7.7% | -0.3% | 28.4% | i | 0.2
Cc1noc(C)c1CSc1nnc2ccccn12 | -0.6% | -9.5% | 0.3% | -10.1% | -14.8% | 0.0% | 8.4% | i | -3.0
CN1c2ccccc2-c2nc3ccccc3n2C1c1ccccn1 (stereo not given) | -0.8% | -16.2% | -1.3% | -14.2% | -16.4% | 0.8% | 0.7% | i | 1.5
CC(C)(C)c1ccc(C(=O)N2CCN(CCNC(=O)C(=O)Nc3ccc(F)cc3)CC2)cc1 | -0.4% | ? | -3.2% | 3.7% | 9.7% | 0.6% | ? | i | 2.0
CCC12CN3CC(C)(CN(C1)C3c1c(C)[nH]c3ccccc13)C2=O (stereo not given) | . | -22.8% | 0.0% | -9.1% | 2.0% | -0.8% | 2.9% | . | .
CCOc1cccc2cc(-c3csc(NC(=O)CCC(=O)N4CCC(C)CC4)n3)c(=O)oc12 | -1.9% | -3.3% | -6.6% | 10.6% | -11.5% | 0.1% | -7.5% | i | 1.7
CC(Oc1ccc2c3c(c(=O)oc2c1)CCCC3)C(=O)NC1CC(C)(C)NC(C)(C)C1 (stereo not given) | 1.3% | 24.4% | -6.0% | -2.8% | -10.9% | -0.9% | -11.1% | i | -2.2
CC(NC(=O)c1cccs1)C(=O)NC1=NCCS1 (stereo not given) | -1.4% | 0.5% | -0.3% | 2.0% | -17.8% | -0.1% | 5.1% | i | -2.3
Cc1ccc(-c2csc(NC(=O)c3cccc(C)c3)c2C(=O)O)cc1 | . | 3.7% | -18.0% | 4.6% | -19.2% | -1.1% | 7.31µM* | i | 1.5
COCCNC(=O)CN(C(=O)CCC(=O)Nc1nccs1)c1ccccc1OC | 1.5% | 21.9% | -0.6% | 3.9% | 4.5% | 0.3% | 0.5% | i | 1.3
COC(=O)c1cc(CN2CCN(c3ccccc3)CC2)ccc1O | -0.9% | 19.2% | -0.9% | 11.9% | 5.2% | 0.1% | 2.4% | i | 1.4
Cc1c(Br)cccc1NC(=O)c1sccc1-n1cccc1 | 0.8% | -6.7% | 9.0% | -5.1% | 0.3% | 13.1% | -1.3% | i | -0.7
CCN(CC)CCN(C)Cc1nc(C(c2ccccc2)c2ccccc2)no1 | -1.5% | -12.1% | 9.4% | ? | -17.0% | -0.3% | 11.3% | i | -0.4
Cc1ccc(NC(=O)CSc2nc3c(oc4ccccc43)c(=O)n2Cc2ccco2)cc1F | . | 6.3% | 0.7% | -1.3% | -2.8% | 0.3% | -9.3%[9.27 µM] | . | .
Cc1ccccc1C(=O)Nc1sc2c(c1C(=O)N1CCC(C)CC1)CCCC2 | . | -3.0% | 5.1% | -20.4% | -3.6% | -0.8% | 3.6% | . | .
Cc1ccc(C(=O)OCC(=O)Nc2ccccc2C(F)(F)F)cc1S(=O)(=O)N1CCOCC1 | 0.2% | -3.2% | 3.2% | 0.0% | 4.7% | -0.7% | 6.7% | i | 0.1
NC(N)=N/N=C/c1ccccc1 | 0.1% | 11.4% | -6.1% | 3.2% | 10.8% | -0.9% | -27.6% | . | 4.0
C/C(=N\NC(=O)COc1cc(C)cc(C)c1)c1ccc(N2CCOCC2)cc1 | 2.5% | -3.0% | 1.8% | -2.9% | -1.5% | 0.1% | ? | i | 0.2
CC(=O)c1ccc2c(c1)N(Cc1ccc3ccccc3c1)C(=O)C(C)S2 (stereo not given) | . | 7.94µM* | . | -9.3% | -16.8% | 0.5% | . | i | -4.1
CC1(C)Cc2cccc(OCC(=O)OCc3nnc(-c4ccccc4)o3)c2O1 | 1.6% | -10.5% | -0.2% | -5.6% | 0.4% | -0.4% | 6.9% | i | -6.4
C#CCOc1ccccc1C(N)=O | -1.3% | -0.2% | -0.8% | -3.8% | 7.0% | 0.7% | -6.5% | i | -0.9
O=C(c1ccc(NS(=O)(=O)c2ccc(F)cc2)cc1)N1CCN(c2ccccc2O)CC1 | 0.0% | -14.8% | 0.2% | 11.2% | 2.1% | -0.6% | -24.1% | i | 1.5
COc1ccccc1C(=O)Nc1ccc2nc3n(c(=O)c2c1)CCCC3 | -3.6% | -5.7% | 4.0% | -10.0% | -3.0% | -0.4% | ? | i | -1.4
CC(C)N1CC(C(=O)Nc2cc(Cl)cc(Cl)c2)CC1=O (stereo not given) | 0.4% | -7.5% | -5.5% | -4.5% | -0.8% | 5.1% | 6.9% | i | -12.2
CCCC[C@@H]1CCCO[C@@](C(=O)NCC2CC2)(C(F)(F)F)C1 | . | ? | -0.4% | . | -14.8% | . | -7.2% | . | .
Cc1nnc(SCc2ccccc2Cl)n(N)c1=O | 1.2% | -1.3% | -2.5% | 5.8% | -12.2% | 3.0% | -1.2% | i | 1.9
CCC1(CC)NC(=O)N(CC(=O)OCC(=O)NC(=O)c2ccccc2OC)C1=O | 2.3% | -10.8% | -1.4% | -0.6% | -4.1% | -0.6% | 1.9% | i | -5.3
O=C(CN1C(=O)CSc2ncccc21)Nc1cccc(Cl)c1 | 2.8% | -10.2% | 1.0% | -4.7% | -36.5% | 10.9% | -4.1% | i | -1.0
CCOc1ccc(CN(C(=O)c2cc(=O)c3cc(Cl)ccc3o2)C2CCS(=O)(=O)C2)cc1 (stereo not given) | . | -0.2% | 1.5% | -11.5% | 4.2% | 4.9% | 23.2% | . | .
O=C(CN1CCCN(S(=O)(=O)c2ccc(F)cc2)CC1)Nc1cccc(F)c1 | 1.1% | -13.6% | 2.8% | -9.5% | -2.9% | 0.9% | -12.3% | i | 1.0
Nc1c(C(=O)Nc2ccc(Cl)cc2)oc2ccccc12 | 1.8% | -17.5% | 1.8% | -27.0% | -36.8% | 5.8% | ? | i | -18.6
Cc1ccc(OCC(=O)Nc2ccc3oc(=O)ccc3c2)cc1C | -1.1% | 15.0% | -22.1% | -3.4% | -8.2% | 0.3% | ? | i | 0.4
c1csc(-c2ncc3ccccn23)c1 | -1.4% | 19.9% | -6.5% | 9.5%[9.22 µM] | 0.8% | 6.8% | . | i | 3.1
CN(C)CCC1c2ccc(Cl)cc2CCc2cccnc21 (stereo not given) (tested in a mixture with another compound) | 3.0% | 1.6% | 2.7% | ? | -32.6% | 7.0% | -0.1% | i | 0.3
O=C(O)CCCCCCCCc1cn(CC2CCCCC2)nn1 | -2.1% | 7.1%&4.0% | 4.3% | 7.3% | -9.7%&5.7% | -1.9% | -7.8% | i | 1.6
CC1CCCN(C2=NC(=O)/C(=C/c3cn(-c4ccccc4)nc3-c3cccc(S(=O)(=O)N(C)C)c3)S2)C1 (stereo not given) | 1.7% | 16.9% | -8.2% | 1.0% | 38.5% | 0.1% | -15.2% | i | -1.6
COc1ccccc1CNC(=O)CCNS(=O)(=O)c1ccc2c(c1)CC(C)N2C(C)=O (stereo not given) | 1.8% | 5.9% | -1.4% | -4.9% | 2.0% | -0.5% | -2.6% | i | -0.4
CN(C)S(=O)(=O)c1cccc(C(=O)Nc2ccccc2Cl)c1 | 2.9% | 4.9% | 9.3% | -4.0% | 1.2% | -0.6% | . | . | -3.1
Cc1ccc(NC(=O)CCNC(=O)c2ccc(Cl)cc2)nc1 | 1.4% | 0.5% | 6.6% | 4.9% | -10.0% | -0.1% | 16.5% | i | -1.3
C#CCN(C[C@@H]1[C@@H](OC(=O)NCc2ccccc2)[C@@H](OC(=O)NCc2ccccc2)Cn2c(=O)n(CCCCCC)c(=O)n21)S(=O)(=O)c1ccc(C)cc1 | . | 12.7% | . | -7.5% | -0.9% | 1.7% | . | i | -0.2
CCOC(=O)C1C(=O)N(C(=O)c2ccc(OC)cc2)CC1c1ccccc1 (stereo not given) | -7.9% | -12.1% | 13.0% | 6.5% | -0.8% | 0.3% | -4.2% | i | -2.7
CC(C)(C)NC(=O)CSc1nnc(-c2ccccn2)n1Cc1ccccc1 | -0.7% | 6.7% | 5.0% | 1.0% | 5.9% | -1.6% | -15.4% | i | -0.2
